# Lmaj promast = inhibitors of Leishmania major promastigote growth; Leishmania major promastigotes, resazurin fluorescence viability; 200,000 tested, 9% active; inhibition, % at 10 µM;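 further: promastigotes grown with compound for 44 hours at 28 °C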
# Diaphorase inh = diaphorase inhibition or chemical oxidation counter-screen; diaphorase resazurin-to-resorufin fluorescence, NADH, 16 min; bacterial (C. kluyveri) enzyme, not human; inhibition, % at 20 µM; 190,000 tested, 0.69% active; AID 1217;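 active means primary screen inhibition at 20 µM above a set limit, cut at about 50% in these data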;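 further: plate controls were DMSO with full reaction for no effect and wells lacking NADH for full effect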
#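 System: Bacterial diaphorase enzyme (C. kluyveri) | Incubation: 16-min room-temperature incubation before reading | Benchmarks: No-NADH positive control and DMSO neutral control | Measured by: Resorufin fluorescence 544/590 nm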
# Diaph act CS = activates diaphorase or chemically reduces, flagging diaphorase assay artifacts; Diaphorase/resazurin coupled assay, resorufin fluorescence, 16 min; hits give high values; 1 = vehicle wells, 0 = NADH-free wells; activation factor at 20 µM; 190,000 tested, 0.005% active;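 active means diaphorase activity raised at least twofold by the compound at 20 µM; inactive means activation factor below 2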
#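 Material: Purified diaphorase enzyme from Clostridium kluyveri | Buffer or medium: 50 mM HEPES pH 7.4 with 4.542 mM MgCl2, 0.005% Tween 20 | Times: 16 min enzyme reaction, ambient temperature | Signal: Red resorufin fluorescence at 544/590 nm excitation/emission | Measure: Increased resorufin signal from activators or reducing compounds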
# PMI activator = activators of human phosphomannose isomerase; 190,000 tested, 0.005% active; activation factor at 20 µM; P34949; purified human PMI, coupled resazurin fluorescence, 20 min; hits give high values; 1 = vehicle control, 0 substrate-free wells;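 active means activation factor of 2 or more at 20 µM, relative to plate controls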
# Target sequence (P34949 whole entry, looked up): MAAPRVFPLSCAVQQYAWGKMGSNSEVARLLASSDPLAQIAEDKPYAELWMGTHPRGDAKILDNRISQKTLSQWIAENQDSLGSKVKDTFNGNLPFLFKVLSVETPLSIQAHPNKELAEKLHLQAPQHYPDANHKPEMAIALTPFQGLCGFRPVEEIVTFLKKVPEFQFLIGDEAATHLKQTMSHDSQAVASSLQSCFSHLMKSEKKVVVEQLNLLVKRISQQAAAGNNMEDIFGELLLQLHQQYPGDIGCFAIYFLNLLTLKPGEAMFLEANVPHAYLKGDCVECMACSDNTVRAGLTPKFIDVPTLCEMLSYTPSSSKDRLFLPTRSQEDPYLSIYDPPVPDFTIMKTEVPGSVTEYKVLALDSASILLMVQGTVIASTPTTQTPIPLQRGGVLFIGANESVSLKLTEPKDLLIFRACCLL
# DTT redox prof = compounds producing H2O2 with reducing agent – biochemical, NIH compound library profiling, artefact control for MLSCN library redox annotation, primary screen | activation, % at 10 µM | DTT-dependent redox cycling H2O2, phenol red/HRP absorbance; 100% = 100 µM peroxide control, 0% = buffer | 200,000 tested, 0.03% active | AID 878;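 active means activation of at least 50% relative to the plate's high and low controls in the primary single-dose screen; inactive means activation below 50%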;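 further: compound incubated with DTT at 0.8 mM final as the reducing agent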
# TLR4-MyD88 BLA = TLR4-MyD88 interaction inhibition in cells; O00206+Q99836; HeLa CL3-4 TLR4/MyD88 BLA complementation, FRET ratio; inhibition, % at 8.4 µM; 200,000 tested, 0.18% active; AID 861; in the data active means inhibition above about 25%;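 further: 0% = vehicle and 100% = reference inhibitor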
# S1P3 antagonist = blocks the human S1P3 receptor; Q99500; CHO S1P3 NFAT-BLA reporter, FRET fluorescence, antagonist mode; inhibition, % at 4.98 µM; 170,000 tested, 0.27% active; AID 485;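 active means inhibition above the plate cutoff, the mean inhibition of test wells on that plate plus 3 SD, cut at about 28% in these data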;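 further: cells challenged with S1P at its EC80 of 0.8 µM; blue over green emission ratio from cleaved BLA substrate after 4 h stimulation; 0% = S1P-stimulated wells and 100% = unstimulated DMSO-only wells; some compounds past the cut are filed as inactive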
# Target sequence (Q99500 whole entry, looked up): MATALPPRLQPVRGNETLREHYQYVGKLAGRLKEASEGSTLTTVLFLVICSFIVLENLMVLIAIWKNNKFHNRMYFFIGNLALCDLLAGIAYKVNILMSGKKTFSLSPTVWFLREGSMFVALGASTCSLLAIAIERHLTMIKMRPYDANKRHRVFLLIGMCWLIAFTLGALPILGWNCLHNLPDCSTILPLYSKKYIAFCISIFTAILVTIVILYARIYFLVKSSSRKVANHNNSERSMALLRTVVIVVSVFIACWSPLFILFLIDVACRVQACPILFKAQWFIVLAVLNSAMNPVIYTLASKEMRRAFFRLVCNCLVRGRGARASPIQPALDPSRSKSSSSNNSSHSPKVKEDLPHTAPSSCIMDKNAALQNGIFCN
# RAM network inh = yeast RAM network inhibition; S. cerevisiae dse1pr::URA3 reporter, 5-FOA growth OD615, 2 d; analog-sensitive cbk1-as2 kinase mutant strain; inhibition, % at 50 µM; 190,000 tested, 1.8% active;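 active means inhibition above a set limit, 3 SD over mean compound inhibition, cut at about 8.4% in these data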;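 further: 0% = DMSO-only wells with no growth and 100% = 10 µM 1-NA-PP1 full growth; inhibition rescues growth on 5-FOA so higher OD means more RAM inhibition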
# Hsp70 activator = switches on Hsp70 transcription; HeLa Hsp70 promoter luciferase reporter, luminescence; scaled: vehicle 0, proteasome-inhibitor control 100%; activation, % at 10 µM; 200,000 tested, 0.04% active;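 active means activation above the mean across all tested compounds plus 3 SD, cutoff set per campaign, cut at about 5.5% in these data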;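 further: 100% = MG132 at 30 µM as the positive control and 0% = DMSO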
# PMI act satM6P = activators of human phosphomannose isomerase at near-saturating mannose 6-phosphate; P34949; 190,000 tested, 0.34% active; activation factor at 20 µM; AID 1216; coupled PMI enzyme assay, resazurin fluorescence, 20 min; hits give high values; 1 = untreated enzyme, 0 = substrate-free blank;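 active means activation factor of 2 or more at 20 µM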
#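 test system = human PMI in coupled enzyme assay | medium = HEPES-buffered pH 7.4 with magnesium and detergent | also added = 1.0 mM mannose-6-phosphate substrate with 0.22 mM NADP+ | compound = 20 µM single dose | times = 20 min incubation at room temperature | measured by = resorufin fluorescence (Ex 544/Em 590 nm) from resazurin via diaphorase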
# G6PDH counter = L. mesenteroides G6PDH inhibition counter-screen; Purified L. mesenteroides G6PDH, diaphorase/resazurin coupled fluorescence, 45 min; inhibition, % at 5 µM; 200,000 tested, 0.12% active; AID 1020
# An asterisk follows results filed as active; . = not tested or not shown. Unless noted, no stated cut-off is given here; in the data, active means inhibition above about 50%; inactive means the rest.
SMILES,Lmaj promast,Diaphorase inh,Diaph act CS,PMI activator,DTT redox prof,TLR4-MyD88 BLA,S1P3 antagonist,RAM network inh,Hsp70 activator,PMI act satM6P,G6PDH counter
Cc1cc(C=O)c(C)n1-c1ccc(N2CCOCC2)c([N+](=O)[O-])c1,-5,10,0.9,0.9,-3.8,-4,-25,0.7,-0.3,0.9,7
COc1ccc(CCCNC(=O)CC#N)cc1OC,-6,14,0.9,1,-0.7,7,.,2.5,-0.1,0.9,0
Cc1ccc(S(=O)(=O)N2CCCCC2)cc1NC(=O)Cc1c[nH]c2ccccc12,19,28,0.7,0.8,0.2,-1,4,0.8,-0.3,0.9,-7
C=CCn1c(N)c(C(=O)N2CCOCC2)sc1=S,-5,6,0.9,0.9,2.1,-3,-5,0.3,1.1,0.9,2
CC1=C(C(=O)N2CCOCC2)C(c2ccccc2F)NC(=O)N1 (stereo unspecified),-5,-8,1.1,1.2,3.5,-3,-8,1.1,-0.2,1,-1
COc1ccccc1CCc1nnc(CCC(=O)N(C)Cc2ccncc2C)o1,-4,12,0.9,0.9,0.1,-6,13,1.5,-0.4,1,6
Cc1ccc(S(=O)(=O)N(C)C)cc1NC(=O)COC(=O)c1c(C)noc1C,-4,4,1,1,-0.6,-12,-2,0.1,-0.1,1,5
Cc1cc(C)nc(NC(=O)NS(=O)(=O)N2CCCCCC2)n1,0,14,0.9,0.9,-0.5,10,-68,1.0,-0.3,1,-2
O=C(c1ccc(CN2CCOCC2)cc1)N1CCN(c2ccccc2)CC1,0,17,0.8,1,0.0,-5,.,1.9,-0.4,1,8
Cc1ccc(S(=O)(=O)c2nc(S(=O)(=O)c3ccc(C)cc3)c(NCc3ccco3)s2)cc1,0,20,0.8,1,3.2,-3,.,1.9,0.4,0.9,7

# Grouped by structure, those above containing four or more nitrogen atoms.
SMILES,Lmaj promast,Diaphorase inh,Diaph act CS,PMI activator,DTT redox prof,TLR4-MyD88 BLA,S1P3 antagonist,RAM network inh,Hsp70 activator,PMI act satM6P,G6PDH counter
COc1ccccc1CCc1nnc(CCC(=O)N(C)Cc2ccncc2C)o1,-4,12,0.9,0.9,0.1,-6,13,1.5,-0.4,1,6
Cc1cc(C)nc(NC(=O)NS(=O)(=O)N2CCCCCC2)n1,0,14,0.9,0.9,-0.5,10,-68,1.0,-0.3,1,-2

# Following part
SMILES,Lmaj promast,Diaphorase inh,Diaph act CS,PMI activator,DTT redox prof,TLR4-MyD88 BLA,S1P3 antagonist,RAM network inh,Hsp70 activator,PMI act satM6P,G6PDH counter
CCc1nnc(NC(=O)Cc2ccc(OC)cc2)s1,-3,3,1,1,-2.7,-8,.,1.3,0.1,1,14
CO/N=C/CC(=O)Nc1ccc(F)cc1F,-5,-2,1,1.2,3.1,0,.,0.8,-0.4,1.1,5
CC(=O)Cc1nsc(NC(=O)c2csc3c2CCCC3)n1,-2,12,0.9,0.9,-0.3,0,15,3.7,-0.2,1,-5
Cc1ccc2nc(-c3cccc(N)c3)[nH]c2c1,7,2,1,1,0.9,-2,.,1.7,-0.5,1,6
O=C(Nc1ccc(Cl)cc1)Nc1ccccc1C(=O)NCc1ccco1,1,18,0.8,1,0.3,4,54*,1.3,-0.1,1,1
CC(=O)c1cccc(N/C=C\C(=O)c2ccc(C)cc2)c1,-2,14,0.9,1,0.0,-4,9,3.1,-0.2,1,3
N#C/C(=C\c1cn(-c2ccccc2)nc1-c1ccccc1)S(=O)(=O)c1ccccc1,5,-10,1.1,1.1,0.3,-18,2,1.8,-0.4,0.9,-4
c1ccc(-c2cnc(SCCN3CCOCC3)n2CC2CCCO2)cc1 (stereo unspecified),-3,18,0.8,1,1.4,3,.,2.0,-0.4,1.1,1
O=C(NCc1ccccc1)c1cc(-c2ccncc2)nc2ccc(S(=O)(=O)N3CCOCC3)cc12,1,-8,1.1,1,0.5,-3,-15,1.5,-0.3,1.2,-3
COc1cc(NS(=O)(=O)c2cccc3nsnc23)cc(OC)c1,-2,40,0.6,0.8,-0.1,-12,.,2.7,-0.2,0.9,7
CCOCC(O)CS(=O)(=O)c1ccccn1 (stereo unspecified),-1,7,0.9,1,-0.1,-15,8,-0.5,-0.4,1,7
COc1ccc(C(=O)/C=C/Nc2c(C)n(C)n(-c3ccccc3)c2=O)cc1OC,-2,14,0.9,0.9,-0.5,0,5,-0.2,0.3,0.9,-23
O=C(c1ccco1)N1CCn2c1nc1ccccc12,0,5,1,1.1,2.4,5,6,2.0,0.1,1.1,2
COCCCNC(=S)N1CCN(S(C)(=O)=O)CC1,-6,10,0.9,0.9,-0.3,3,-4,1.4,-0.1,1,9
Cc1cc(Cl)c(S(=O)(=O)N2CCN(c3cccc(C)c3C)CC2)cc1OCC(N)=O,95*,13,0.9,0.9,1.6,-4,.,5.5,-0.2,1,3
CCN(C(=O)Cn1cnc2cc([N+](=O)[O-])ccc2c1=O)C1CCS(=O)(=O)C1 (stereo unspecified),12,16,0.8,1,-0.3,5,-29,-0.3,-0.4,0.9,6
O=S(=O)(O)c1nc2ccccc2n1CCOc1ccccc1,-8,-7,1.1,1.1,2.3,-3,-1,-1.0,-0.1,1.1,3
Cn1ncc(Cl)c1C(=O)NCc1cc(C(C)(C)C)n[nH]1,-4,14,0.9,1,0.0,3,6,-0.5,-0.2,0.9,9
CCCn1c(=N)n(CCOc2ccc(OC)cc2)c2ccccc21,94*,16,0.8,0.9,0.7,4,-15,0.9,0.2,0.9,1
CCOC(=O)N1CCN(C(=O)c2ccc3c(c2)sc2nc(-c4ccc(OC)cc4)cn23)CC1,98*,17,0.8,0.9,0.1,6,2,-1.2,0.2,0.9,-58
CCN(CC)c1nc(N)c2c(N)nc3c(c2c1C#N)CC(c1ccccc1)O3 (stereo unspecified),31,22,0.8,0.7,0.0,-17,-1,2.5,-0.2,0.7,6
O=C(CSc1nnc(-c2ccco2)n1-c1ccccc1)NCCc1ccccc1,4,8,0.9,1.1,-0.8,-1,17,1.7,-0.1,1,16
COc1ccc(N2C(N)=C(C#N)C(c3cccnc3)C3=C2CC(C)(C)CC3=O)cc1 (stereo unspecified),1,8,0.9,0.9,1.2,-20,-9,-0.8,0.5,0.9,-12
Nc1c(C(=O)NCc2ccccc2)sc2nc(N3CCOCC3)c3c(c12)CCCC3,26,25,0.8,0.9,1.9,2,.,7.5,-0.3,0.9,-2
Cc1ccc(C(=O)COC(=O)c2cccc(N3C(=O)c4c(C)nc5ccccc5c4C3=O)c2)cc1C,-10,15,0.8,0.9,-0.1,10,3,3.8,-0.6,1,-8
NC(=O)COC(=O)CNC(=O)c1sc2ccccc2c1Cl,3,4,1,1,-2.1,14,-11,0.8,0.4,1,2
COc1cc2c(cc1OC)-c1cc(OCCN3CCOCC3)nc(=O)n1CC2,6,14,0.9,0.9,0.7,2,-31,-0.1,-0.1,0.9,2
CCC1OC2(C)OC(=N)C1(C#N)C(C#N)(C#N)C2c1ccccc1 (stereo unspecified),2,13,0.9,0.9,-0.5,-10,-9,0.5,-0.5,0.9,3
Cc1cc(NS(=O)(=O)c2ccc(NC(=O)CCN3C(=O)c4ccccc4C3=O)cc2)no1,-8,12,0.9,0.9,-2.4,-1,-25,1.9,-0.3,1,22
COC(=O)c1ccc(C(=O)OC)c(NC(=O)CCc2ccc(C)o2)c1,-1,17,0.8,0.9,-1.5,-14,-19,2.4,-0.6,0.9,12
COc1cc(CC(=O)Nc2ccc3c(c2)CCC3)cc(OC)c1OC,89*,13,0.9,1,.,0,-10,1.3,-0.1,1,3
CN(c1ccc(C(=O)NCc2ccccn2)cc1)S(C)(=O)=O,-1,5,0.9,0.9,2.9,5,.,1.2,-0.1,0.9,20
CC(C)C(=O)n1nc(-c2cccnc2)nc1NCc1cccs1,-2,1,1,1,-0.2,13,0,2.3,-0.2,1,5
CCOC(=O)c1cnc(Nc2nc3ccccc3o2)nc1C,3,-7,1.1,1,0.4,-3,.,0.0,-0.1,1.1,5
O=C(Nc1cccc(Cl)c1)Nc1nc(-c2ccccc2)cs1,26,-30,1.3,1.1,0.0,6,4,5.5,-0.3,1.2,9
Cc1ccc(OCCCCn2c(CO)nc3ccccc32)cc1,56*,13,0.9,0.9,-1.0,2,4,1.6,-0.3,0.9,6
c1ccc(-c2nnc(-c3cccc(-c4nnc(-c5ccccc5)o4)c3)o2)cc1,-4,.,.,.,0.7,-3,-15,.,-0.4,.,.
CCOC(=O)C(=O)Nc1nc(-c2ccccc2)c(CC)s1,-8,16,0.8,0.9,0.1,-7,.,1.2,0.3,0.9,3
Cc1ccccc1-n1nc(-c2cccnc2)cc1C(=O)N/N=C/c1ccncc1,7,0,1,1,-0.2,1,-9,-0.7,-0.3,1,-1
Cc1ccc(Cn2c(CN3CCOCC3)nc3c2c(=O)[nH]c(=O)n3C)cc1,2,14,0.9,1,-5.5,-8,-29,1.1,-0.3,1,8
COc1cccc(NC(=O)Cc2nc(-c3ccccc3)sc2-c2ccc(C)cc2)c1,49,4,1,1,1.4,-2,-4,2.5,-0.5,0.9,2
O=C(Nc1cccc(F)c1)c1cc(S(=O)(=O)N2CCC(C(=O)O)CC2)ccc1F,-9,14,0.9,0.9,-0.4,14,.,2.0,0.1,0.9,2
COC(=O)/C(=C/c1ccco1)NC(=O)c1ccccc1,2,-6,1.1,1.1,-0.1,7,6,1.3,-0.4,1.1,4
O=C(Nc1ccccc1C(=O)NC(Cc1ccccc1)C(=O)NC1CCCCC1)c1ccccc1 (stereo unspecified),17,4,1,0.9,-0.2,3,13,1.1,-0.4,1,-15
COc1ccc(CNC(=O)C2CC(c3ccccc3[N+](=O)[O-])=NO2)cc1 (stereo unspecified),-3,12,0.9,1.1,-4.0,0,.,-0.4,0.0,1.1,2
O=C(CSc1ccccc1)NN1C(=O)c2ccccc2C1=O,-5,21,0.8,1,-0.2,-7,-13,0.9,-0.2,1,4
COc1ccc(-c2nc(CS(=O)CC(=O)NCC3CCCO3)c(C)o2)cc1 (stereo unspecified),-1,12,0.9,1,-1.2,-14,-22,2.3,-0.2,1,10
CC(C)Nc1nc(NC(C)C)nc(Oc2ccc(=O)n(C)n2)n1,-3,-12,1.1,1,-1.1,-13,-14,0.8,-0.1,1.1,19

# Source: PubChem
